# TEAD-YAP inh: TEAD-YAP interaction inhibition | HEK-TIYL cells, TEAD-Gal4/YAP UAS-luciferase luminescence | inhibition, % at 9.12 µM | actives 1.4% (n = 640,000); in the data active = inhibition above about 32%;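 also: 0% = median of test compound wells and 100% = reference inhibitor wells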
# GPR151 activ: activators of human GPR151 | activation, % at 11.2 µM | PathHunter beta-arrestin GPR151 cells, luminescence | Q8TDV0 | actives 1% (n = 650,000) | AID 1508602; in the data active = activation above about 4.9%;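 also: 0% = median of compound wells and 100% = cells with positive control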
# Target sequence (Q8TDV0 whole entry, looked up): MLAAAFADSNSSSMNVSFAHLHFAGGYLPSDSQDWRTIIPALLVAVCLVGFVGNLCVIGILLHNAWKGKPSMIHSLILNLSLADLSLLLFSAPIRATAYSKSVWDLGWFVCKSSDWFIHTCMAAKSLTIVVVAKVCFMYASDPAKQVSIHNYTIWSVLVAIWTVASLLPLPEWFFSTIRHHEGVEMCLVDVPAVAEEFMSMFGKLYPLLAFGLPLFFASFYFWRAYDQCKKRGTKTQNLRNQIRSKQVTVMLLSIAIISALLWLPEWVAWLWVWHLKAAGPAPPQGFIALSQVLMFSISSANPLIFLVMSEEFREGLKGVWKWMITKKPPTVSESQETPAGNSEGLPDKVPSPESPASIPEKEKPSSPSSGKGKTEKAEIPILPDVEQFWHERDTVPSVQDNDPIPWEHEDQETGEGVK
# FBW7 act: human FBW7 E3 ligase activation, primary screen | normalized activity (activation), % at 26.1 µM | Q969H0 | AID 1259310 | AlphaScreen FBW7–phospho-cyclin E peptide binding, activator screen | actives 0.13% (n = 650,000); in the data active = normalized activity above about 1.9%;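 also: purified mutant Fbw7 with reduced substrate affinity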
# MITF primary: human MITF inhibition, primary screen; O75030; AlphaScreen MITF homodimerization, bead proximity signal; inhibition, % at 2.6 µM; actives 0.91% (n = 650,000); in the data active = inhibition above about 50%;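 also: 0% = vehicle wells with protein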
# Target sequence (O75030 whole entry, looked up): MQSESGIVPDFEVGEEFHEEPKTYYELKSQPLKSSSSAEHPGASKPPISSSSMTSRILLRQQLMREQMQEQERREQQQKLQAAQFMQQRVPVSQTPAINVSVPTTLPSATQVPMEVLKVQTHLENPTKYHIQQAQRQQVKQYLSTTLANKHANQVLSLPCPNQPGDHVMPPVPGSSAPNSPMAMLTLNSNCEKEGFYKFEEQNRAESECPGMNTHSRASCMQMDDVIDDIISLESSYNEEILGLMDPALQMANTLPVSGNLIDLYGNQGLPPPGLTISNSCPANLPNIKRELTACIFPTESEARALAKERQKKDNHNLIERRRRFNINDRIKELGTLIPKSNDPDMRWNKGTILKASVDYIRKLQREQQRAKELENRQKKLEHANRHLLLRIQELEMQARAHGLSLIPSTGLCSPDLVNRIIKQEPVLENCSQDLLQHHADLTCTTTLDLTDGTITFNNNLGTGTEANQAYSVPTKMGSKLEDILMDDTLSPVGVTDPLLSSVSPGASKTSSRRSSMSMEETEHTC
# Active calls of the source: *. Hits appear at their usual frequency; overall some 3.4% were active at least once.
SMILES,TEAD-YAP inh,GPR151 activ,FBW7 act,MITF primary
CC(C)(O)C#Cc1ccc(C(=O)NC(CCCNC(N)=O)C(=O)O)s1 (configuration not stated),9.8,-0.1,0.0,-5.0
CCC(CC)c1nnc(NC(=O)c2cccnc2)s1,-3.6,-0.8,0.7,38.7
CCn1c(C(=O)O)c(CC(=O)Nc2ccc3c(c2)OCCO3)c2ccccc21,9.2,-1.5,-0.1,13.0
CCN1CC(=O)N(c2cccc(OC)c2)C1=S,3.6,2.2,0.0,16.4
O=C(NCCOc1ccccc1)c1cc(NCCCN2CCCC2=O)nc2ccccc12,4.3,-0.4,0.0,10.2
CCCCc1ccc(C(=O)Nn2c(-c3ccc(Cl)cc3)nc3ccccc3c2=O)cc1,-0.1,-0.1,0.0,-15.7
CC(C)CNC(=O)C(=O)NCC1OCCN1S(=O)(=O)c1ccccc1 (configuration not stated),-4.2,-0.1,1.1,9.9
COC(=O)C(CCSC)NC(=O)c1cc(COc2ccc(F)cc2Cl)on1 (configuration not stated),-2.3,0.3,-0.2,-10.6
Nc1cccc(NC(=O)c2ccccn2)c1,-44.2,-3.5,-0.1,-5.3
COc1cc(C2C=C(c3ccc(F)cc3)Nc3nnnn32)ccc1OC(F)F (configuration not stated),-17.3,-1.1,0.3,-5.9
CC(C)CCN1C(=O)c2ccc(C(=O)NCc3ccc(C(=O)O)cc3)cc2C1=O,4.4,1.9,0.2,11.8
CC1=NN(c2ccc(S(N)(=O)=O)cc2)C(=O)/C1=C\c1ccc(-c2ccc(C(=O)O)cc2)o1,-4.9,-0.4,-0.1,-8.6
COc1ccc(C(=O)Nc2ccc(-c3nc4cc(C)cc(C)c4o3)cc2)cc1,-1.3,1.0,-0.2,-7.3
Cc1cccc(NS(=O)(=O)c2ccc3c(c2)OCCCO3)c1,-1.1,4.3,-0.1,-11.2
C/C=C/C[C@@H](C)C(=O)[C@H]1C(=O)N[C@@H](C(C)C)C(=O)N(C)CC(=O)N(C)[C@@H](CC(C)C)C(=O)N[C@@H](C(C)C)C(=O)N(C)[C@@H](CC(C)C)C(=O)N[C@@H](C)C(=O)N[C@H](C)C(=O)N(C)[C@@H](CC(C)C)C(=O)N(C)[C@@H](CC(C)C)C(=O)N(C)[C@@H](C(C)C)C(=O)N1C,2.0,-0.4,-0.2,-4.5
CCOc1cccc(C(=O)NC(=S)Nc2ccccc2[N+](=O)[O-])c1,-4.8,0.1,0.1,18.9
Cc1cccc(-n2c(CNC(=O)c3ccc(S(=O)(=O)N(C)C)cc3)nnc2SCC(=O)Nc2nccs2)c1,-10.2,-0.1,-0.1,4.5
N#Cc1ccc(Cl)cc1NC(=O)COC(=O)CCN=C1NS(=O)(=O)c2ccccc21,-4.3,1.6,1.0,12.7
O=[N+]([O-])c1cc(Br)cc(/C=N/n2cnnc2)c1O,0.2,-0.2,-0.2,-8.0
CCCCCCOc1ccccc1C(=O)Nc1nccs1,-10.7,-0.1,-0.2,8.1
CS(=O)(=O)Nc1cccc(-c2cnc3c(Nc4ccc(O)cc4)nccn23)c1,-2.9,-0.9,0.2,-0.9
CC(=O)c1sc(NC(=O)c2ccccc2[N+](=O)[O-])nc1-c1ccccc1,12.8,-0.4,0.0,6.6
O=C(NCCN1CCCC1=O)c1ccccc1,-8.6,-0.5,0.1,-12.7
CCCC(=O)Oc1c(Cl)cc(N(C(=O)CCC)S(=O)(=O)c2ccc3ccccc3c2)cc1Cl,10.3,1.4,0.0,8.7
COc1ccc(/C=N/OCC(=O)OCC(=O)c2ccc(Cl)cc2)cc1,7.0,0.6,-0.1,-3.5
CCOC(=O)C1=C(CN2CCN(c3ccccc3)CC2)NC(=O)NC1c1ccccc1 (configuration not stated),0.0,-0.4,-0.3,8.6
COC(=O)C1=CN(Cc2ccc(F)cc2)C=C(C(=O)OC)C1c1cc(Br)ccc1OC,2.7,-0.2,0.4,-22.8
CCOC(=O)c1sc(/N=C/N(C)C)c(C(=O)OCC)c1C,-8.8,11.3*,-0.1,1.1
Cc1c(C(=O)Nc2ccc(F)cc2)nnn1-c1ccc(F)cc1,-62.2,-1.3,0.0,-15.2
Cc1ccc(-n2nnnc2SCC(=O)N(c2ccccc2)C(C)C)cc1,-8.8,-0.8,0.1,4.9

# Three structures out of the list, sorted by count of non-hydrogen atoms, falling.
SMILES,TEAD-YAP inh,GPR151 activ,FBW7 act,MITF primary
CS(=O)(=O)Nc1cccc(-c2cnc3c(Nc4ccc(O)cc4)nccn23)c1,-2.9,-0.9,0.2,-0.9
CC(=O)c1sc(NC(=O)c2ccccc2[N+](=O)[O-])nc1-c1ccccc1,12.8,-0.4,0.0,6.6
Cc1c(C(=O)Nc2ccc(F)cc2)nnn1-c1ccc(F)cc1,-62.2,-1.3,0.0,-15.2

# More structures:
SMILES,TEAD-YAP inh,GPR151 activ,FBW7 act,MITF primary
CC(C)CN1CCNC(=O)C1CC(=O)N1CCCN(c2ncccn2)CC1 (configuration not stated),1.9,0.7,0.0,19.7
N=C1/C(=C/c2ccc(-c3ccccc3Cl)o2)C(=O)N=C2SC(C(F)(F)F)=NN12,2.9,-0.6,0.1,9.2
CCNC(=S)N(C)CC(O)c1c[nH]c2ccccc12 (configuration not stated),16.3,-1.5,0.3,1.8
CCOC(=O)c1cnn2c(C(F)(F)F)cc(-c3cc(OC)c(OC)c(OC)c3)nc12,-3.3,0.4,-0.1,-2.8
O=C(O)c1ccc(NC(=O)c2cc3cc(Cl)cc(Cl)c3oc2=O)cc1,4.2,1.3,0.0,-7.8
COc1ccc(C(=O)N/N=C/c2ccc(OC(=O)c3ccccc3)c([N+](=O)[O-])c2)cc1,-20.5,1.0,-0.1,7.6
CC(=O)Nc1ccc(Nc2ncnc3c2c(-c2ccccc2)cn3-c2cccc(C)c2)cc1,-7.9,-1.4,0.1,10.8
COc1cc(CNc2nccn3c(-c4cccnc4)cnc23)cc(OC)c1OC,30.0,0.0,0.0,28.2
CCc1nc2sccn2c(=O)c1C(=O)N1CCC1,-4.5,-0.3,-0.4,-5.9
Cn1c(NC(=O)C2CCCC2)cc(=O)n(C)c1=O,-0.5,1.3,-0.1,-12.3
O=C(Nc1c(F)cc(F)cc1Br)c1cn(-c2ccc(Cl)cc2)c(=O)c2ccccc12,1.2,0.7,0.0,0.3
CCCCOc1ccc(OCC(=O)N/N=C/c2cc(OC)ccc2O)cc1,11.6,1.4,0.3,15.6
COc1cc(Nc2nc(-c3cccc(N)c3)nc3c2ncn3-c2ccccc2)cc(OC)c1OC,18.1,1.4,0.2,-1.0
CCOCc1c(C(=O)Nc2cc(S(=O)(=O)N(C)C)ccc2OC)oc2ccccc12,-2.8,-1.6,0.0,12.0
O=C1OC(c2ccccc2)=N/C1=C\c1ccc(Br)cc1,9.2,0.6,0.1,12.1
CCCc1cnc2c(c1SC(CC)C(=O)OCC)c(=O)n(C)c(=O)n2C (configuration not stated),-5.0,-1.8,0.7,11.9
CC(C)(C)NS(=O)(=O)c1ccc(NC(=O)COc2cccc3ccccc23)cc1,2.5,3.6,-0.1,-5.5
O=C(NCc1cccnc1)c1ccc(-c2ccc3[nH]ccc3c2)s1,-5.5,-1.0,0.1,10.4
O=S(=O)(NCC(O)Cn1c2ccc(Cl)cc2c2cc(Cl)ccc21)c1ccccc1 (configuration not stated),6.3,0.9,-0.1,1.6
CC(=O)/C(N=Nc1ccc(SC(F)F)cc1)=C(\C)O,-19.5,-0.2,-0.1,3.1
CCCn1c(-c2ccc(F)cc2)n[nH]c1=S,17.1,0.7,0.0,1.3
CCCCOC(=O)n1c(=O)oc2cc(S(=O)(=O)Nc3ccc(Cl)cc3)ccc21,0.9,0.0,0.2,-1.0
O=C(N/N=C/c1ccccc1Cl)c1cc(C2CC2)[nH]n1,-45.5,-2.0,0.0,-8.1
O=C(NCCc1ccc(O)cc1)c1csc(Nc2ccccc2)n1,-1.3,4.4,-0.2,-2.6
CC(C)C(NS(=O)(=O)c1cccs1)C(=O)N1CCN(c2ccccc2F)CC1 (configuration not stated),1.3,0.0,0.1,1.8
Cc1cccc2nc(CN3CCN(c4ccc(F)cc4)CC3)cn12,0.8,-1.2,-0.2,72.3*
COc1cc(/C=C/c2nc3cc(Cl)ccc3c(=O)n2-c2cccc(F)c2)cc(OC)c1OC,-6.6,0.2,0.1,8.7
CCN(CC)S(=O)(=O)c1cc(Cl)c(OC)cc1Cl,6.7,-0.5,0.3,-30.9
O=C(CN1N=C(c2ccccc2)CCC1=O)N1CCCCC1,-11.1,-0.1,0.8,0.4
Cc1nnc(N/N=C/c2ccc(-c3ccc(Cl)cc3Cl)o2)n1N,11.6,0.6,-1.5,3.8

# An excerpt of these results, with two lines to a compound:
# Values in the order – TEAD-YAP inh, GPR151 activ, FBW7 act, MITF primary
- CC(=O)/C(N=Nc1ccc(SC(F)F)cc1)=C(\C)O
    -19.5, -0.2, -0.1, 3.1
- CCCn1c(-c2ccc(F)cc2)n[nH]c1=S
    17.1, 0.7, 0.0, 1.3
- CCCCOC(=O)n1c(=O)oc2cc(S(=O)(=O)Nc3ccc(Cl)cc3)ccc21
    0.9, 0.0, 0.2, -1.0
- O=C(N/N=C/c1ccccc1Cl)c1cc(C2CC2)[nH]n1
    -45.5, -2.0, 0.0, -8.1
- O=C(NCCc1ccc(O)cc1)c1csc(Nc2ccccc2)n1
    -1.3, 4.4, -0.2, -2.6
- CC(C)C(NS(=O)(=O)c1cccs1)C(=O)N1CCN(c2ccccc2F)CC1 (configuration not stated)
    1.3, 0.0, 0.1, 1.8
- Cc1cccc2nc(CN3CCN(c4ccc(F)cc4)CC3)cn12
    0.8, -1.2, -0.2, 72.3*

# Carrying on:
SMILES,TEAD-YAP inh,GPR151 activ,FBW7 act,MITF primary
COc1ccc(OC)c(CN2CCC(n3nccc3NC(=O)C(C)(C)C)CC2)c1,14.3,-1.1,0.1,3.7
CC1CNc2ccccc2N=C1N1CCOCC1 (configuration not stated),9.3,0.2,0.1,1.0
COc1ccc2c(=O)c(-c3ccccc3)c(C)oc2c1OC,-0.7,-0.7,-0.1,-26.4
CCN(CC)c1nc(NCCOc2ccccc2)nc(Nc2ccccc2)n1,0.0,0.9,0.0,11.8
O=C(c1cc2nc(-c3ccc(F)cc3)cc(C(F)(F)F)n2n1)N1CCCCC1,3.1,-1.7,0.4,-3.2
C/C(=N\Nc1ccc(C(=O)O)cc1)c1cccc(Br)c1,-77.8,-1.7,0.1,5.0
COc1ccc(CNC(=O)C(C(=O)c2ccc(F)cc2)n2cc(Cl)ccc2=O)cc1 (configuration not stated),10.6,-0.2,0.1,-18.1
CSc1nsc(SCc2cnc(C)nc2N)n1,7.5,-0.7,-0.2,15.5
Cc1ccc(C(=O)CSc2cccc[n+]2[O-])cc1,-12.4,-3.0,-0.2,9.4
COC(=O)c1ccc(NC(=O)c2c[nH]c(=O)n(-c3ccc(OC)cc3)c2=O)cc1,1.1,0.0,-0.1,-0.2
CCC(=O)N1c2ccccc2NC2=C(C(=O)CC(c3cccc([N+](=O)[O-])c3)C2)C1c1ccc(Cl)cc1 (configuration not stated),-4.0,-0.4,0.0,7.0
CCOC(=O)C1=C(CS(=O)(=O)c2ccccc2)NC(=O)NC1,1.4,0.9,0.0,4.6

# In the list so far, these contain an NH in an aromatic ring:
SMILES,TEAD-YAP inh,GPR151 activ,FBW7 act,MITF primary
CCNC(=S)N(C)CC(O)c1c[nH]c2ccccc12 (configuration not stated),16.3,-1.5,0.3,1.8
O=C(NCc1cccnc1)c1ccc(-c2ccc3[nH]ccc3c2)s1,-5.5,-1.0,0.1,10.4
CCCn1c(-c2ccc(F)cc2)n[nH]c1=S,17.1,0.7,0.0,1.3
O=C(N/N=C/c1ccccc1Cl)c1cc(C2CC2)[nH]n1,-45.5,-2.0,0.0,-8.1
COC(=O)c1ccc(NC(=O)c2c[nH]c(=O)n(-c3ccc(OC)cc3)c2=O)cc1,1.1,0.0,-0.1,-0.2

# Compound activity from PubChem.
